Candida biofilm – kills Candida albicans biofilms. C. albicans biofilm + clotrimazole, Alamar Blue. inhibition, % at 6 µM. hit rate 0.14% among 85,000. AID 834;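 active means inhibition above 20%; inactive means inhibition below 20%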;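 further: preformed 24 hr biofilms exposed to compound for 48 hr; 0% = biofilm without compound and 100% = blank killed by clotrimazole plus chlorhexidine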
Fibroblast inh – blocks proliferation of human lung fibroblasts; LL 47 human lung fibroblast viability, ATP luminescence; hits give low values; viability, % at 10 µM; hit rate 1.1% among 85,000;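 active means viability at or below 50% in the single dose screen; inactive means viability above 50%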;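 further: compound exposure lasted 72 h before the ATP readout; 100% = median luminescence of untreated cell-only wells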
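Benchmarks: Cell-only wells, no compound | Test system: LL 47 human lung fibroblasts, passage 12 or lower | Input: 1,150 cells/well | Measured by: CellTiter-Glo luminescence measuring cellular ATP | Medium: IMEM, 15% FBS supplement | Schedule: Overnight attachment after seeding, then 72 h compound exposure at 37 °C | Doses: Compound addition at 0.1% DMSO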
ERa coact pot – ER-alpha (human) coactivator binding potentiation. P03372. AID 639. coactivator binding (% of control), % at 25.6 µM. hit rate 1.3% among 86,000. TR-FRET ERalpha-LBD/SRC-Cy5 coactivator binding, 2 h; 100 = basal binding, no effect; in the data active means activity above about 200%;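 further: binding measured in presence of low estradiol as agonist stimulus; 0% = peptide alone without receptor and 100% = receptor with peptide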
Smad3 FoxH1 inh – Smad3 (human) transcription factor binding inhibition; P84022; TR-FRET Smad3/Dy647-FoxH1 peptide binding, europium anti-His; inhibition, % at 25 µM; hit rate 0.29% among 88,000;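 active means compounds that reduce the energy-transfer binding signal between the protein and its labelled peptide by more than half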;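 further: 0% = Smad3 plus labelled peptide maximal FRET and 100% = peptide-only background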
Target sequence (P84022 whole entry, looked up): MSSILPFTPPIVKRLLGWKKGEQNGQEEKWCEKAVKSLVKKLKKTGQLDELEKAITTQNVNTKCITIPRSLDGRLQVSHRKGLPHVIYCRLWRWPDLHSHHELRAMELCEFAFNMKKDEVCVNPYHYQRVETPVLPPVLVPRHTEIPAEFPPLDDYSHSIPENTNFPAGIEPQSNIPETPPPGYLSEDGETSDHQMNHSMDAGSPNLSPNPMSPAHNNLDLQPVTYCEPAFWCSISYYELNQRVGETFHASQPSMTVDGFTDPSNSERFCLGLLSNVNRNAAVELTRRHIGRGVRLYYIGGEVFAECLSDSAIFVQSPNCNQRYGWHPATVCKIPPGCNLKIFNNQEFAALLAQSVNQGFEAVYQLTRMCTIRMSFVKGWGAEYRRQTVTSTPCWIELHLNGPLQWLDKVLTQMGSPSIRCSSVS
sEH act – activators of human soluble epoxide hydrolase; activation, % at 2 µM; hit rate 0.04% among 91,000; AID 717; purified human sEH enzymatic activity, activator screen; in the data active means activation above about 37%; further: values of inactives mirror those of a sister screen read the other way
Target sequence (P34913 whole entry, looked up): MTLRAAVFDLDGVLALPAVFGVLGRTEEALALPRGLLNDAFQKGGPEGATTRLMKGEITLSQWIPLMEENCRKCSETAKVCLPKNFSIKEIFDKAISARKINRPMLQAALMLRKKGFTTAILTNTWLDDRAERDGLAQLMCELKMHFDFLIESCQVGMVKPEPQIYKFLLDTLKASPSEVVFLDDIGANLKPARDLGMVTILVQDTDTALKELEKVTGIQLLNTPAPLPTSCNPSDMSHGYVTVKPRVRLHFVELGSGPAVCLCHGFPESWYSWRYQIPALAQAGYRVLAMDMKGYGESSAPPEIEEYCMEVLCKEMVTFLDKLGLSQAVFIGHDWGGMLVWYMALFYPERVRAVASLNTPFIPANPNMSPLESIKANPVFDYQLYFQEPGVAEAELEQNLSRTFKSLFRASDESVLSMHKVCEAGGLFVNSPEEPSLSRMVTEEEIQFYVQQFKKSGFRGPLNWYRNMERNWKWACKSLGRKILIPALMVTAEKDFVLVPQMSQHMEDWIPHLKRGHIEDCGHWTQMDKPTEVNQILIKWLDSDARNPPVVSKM
HUVEC inhibit – inhibitors of human endothelial cell proliferation; HUVEC proliferation, CellTiter-Glo luminescence, 72 h; hits give low values; viability, % at 10 µM (by protocol); hit rate 1.1% among 86,000;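 active means viability at or below 30%; inactive means viability above 30%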;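 further: 100% = median luminescence of DMSO-only cell control wells on each plate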
ERa coact inh – blocks coactivator binding to human estrogen receptor alpha; TR-FRET ER-alpha LBD / SRC-1 peptide, estradiol-bound; inhibition, % at 25.6 µM; hit rate 1.7% among 86,000; AID 629; in the data active means inhibition above about 50%;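 further: 0% = receptor plus peptide control and 100% = peptide only without receptor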
ERb coact inh – ER-beta (human) coactivator binding inhibition | Q92731 | hit rate 1.3% among 86,000 | inhibition, % at 25.6 µM | TR-FRET ER-beta LBD / SRC1-Cy5 peptide binding; receptor agonist-loaded with 1 µM estradiol;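 active means compounds whose percent inhibition of the receptor-coactivator binding signal exceeds about 50% in the single-dose screen, limit read from the data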;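 further: 0% = receptor plus peptide wells without compound and 100% = peptide-only wells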
H69AR inhibit – growth inhibitors of human H69AR lung tumor cells | H69AR lung tumor viability, ATP luminescence, 72 h; hits give low values | viability, % at 10 µM | hit rate 6% among 85,000;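 active means viability at or below 40%; inactive means viability above 40%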;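 further: multidrug resistant small cell line overexpressing MRP-1 efflux transporter; 100% = mean luminescence of untreated control wells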
* marks the source's active call; other numbers are inactive results; . = no result given; [ ] = another dose, or the depositor's remark.

SMILES	Candida biofilm	Fibroblast inh	ERa coact pot	Smad3 FoxH1 inh	sEH act	HUVEC inhibit	ERa coact inh	ERb coact inh	H69AR inhibit
Cc1c(S(=O)(=O)Nc2cccc(Cl)c2)c(=O)n(C)c(=O)n1C	8	98	107	4	2	101	6	-7	104
COCCSc1nnc(NC(=O)C2CCCCC2)s1	3	119	100	2	12	114	-2	3[fluorescence artefact?]	94
CSc1nnc2n(-c3ccccc3)c(=O)c3c4c(sc3n12)CCC4	7	93	137	4	4	91	1	-5	92
O=C(NCCCn1ccnc1)Nc1ccc(Cl)cc1Cl	9	102	110	2	-12	91	-7	-4	93
O=C(C1CCN(c2ccc(N3CCOCC3)nn2)CC1)N1CCc2ccccc2C1	8	102	79[fluorescence artefact?]	-23	.	97	3[fluorescence artefact?]	1[fluorescence artefact?]	85
O=C1c2ccccc2C(=O)N1c1nc(-c2cccs2)cs1	3	101	50	25	-1	67	34	21	89
COC(=O)c1ccc(C2/C(=C(/O)c3ccc(OC)cc3)C(=O)C(=O)N2c2cc(C)on2)cc1 (stereo not drawn)	7	99	120	5	.	85	6	-14	93
O=C(CSc1nnc(CNC(=O)c2ccco2)o1)c1ccccc1	5	90	104[fluorescence artefact?]	11	7	102	-2	3	87
CC(N)C12CC3CC(CC(O)(C3)C1)C2 (stereo not drawn)	-2	102	105	-6	7	103	-11	0	98
CCCc1[nH]nc2c1C(c1ccc(OC)c(CSC3=NCCS3)c1)C(C#N)=C(N)O2 (stereo not drawn)	7	103	93	-6	-19	73	7	-4	79
Cn1c(=O)c2cc(S(=O)(=O)NC(Cc3ccccc3)C(=O)NCc3ccco3)ccc2n(C)c1=O (stereo not drawn)	15	103	115	-5	-1	96	-3	1[fluorescence artefact?]	71
CCOc1ccc(S(=O)(=O)Nc2ccc3c(c2)OCO3)c2cccnc12	8	94	69[fluorescence artefact?]	8	-8	95	31[fluorescence artefact?]	35	84
O=C(NC1CCCC1)C1c2ccccc2C(=O)N1C1CCCCC1 (stereo not drawn)	3	101	96	2	.	101	2	-2	94
O=C(C1=C(O)C(=O)N(Cc2ccccc2)C1c1ccncc1)c1ccco1 (stereo not drawn)	5	99	124[fluorescence artefact?]	11[fluorescence artefact?]	-14	98	-5	-10	94
CC(C)CCN(C)C1CCN(C(=O)Nc2c(F)cccc2F)CC1	4	99	138	8	2	103	-10	-4	97
CC(=O)N1CCN(S(=O)(=O)c2ccc(C)cc2)C1C(C)C (stereo not drawn)	-9	97	111	4	16	90	0	5[fluorescence artefact?]	.
CC(C)(C)NC(=O)c1cccc(NC(=O)c2ccco2)c1	5	108	108	11[fluorescence artefact?]	0	107	-12	-13[fluorescence artefact?]	63
CC(C)NC(=O)C(Cc1ccccc1)N1C(=O)c2ccccc2C1=O (stereo not drawn)	.	99	104	-8	-1	109	6	0	83
O=C(COC(=O)c1cnccn1)c1ccc2ccccc2c1	10	99	100	2	6	97	10	4	94
O=S(=O)(c1ccc(Br)s1)N1CCC(Cc2ccccc2)CC1	-2	102	86	1	7	105	25	2	93
CCOc1ccc(OCC)c(NC(=O)CSc2nc3c(c(=O)n(C)c(=O)n3C)n2C)c1	1	100	100	9	.	106	9	-1	76
Cn1c(CSc2nc3ccccc3s2)nc2ccccc21	6	88	282*[fluorescence artefact?]	2	2	96	4	7	76
Nc1nc(N2C(=O)C3CC=CCC3C2=O)nn1-c1ccccc1 (stereo not drawn)	0	110	116	13[fluorescence artefact?]	4	104	57*	-8[fluorescence artefact?]	107
Cc1ccc(Cn2nnc3c(=O)[nH]c(C4CCCN(C(=O)Nc5ccc(F)cc5)C4)nc32)cc1 (stereo not drawn)	3	105	112	6	-48	64	4	1	74
CCn1c(NCc2ccccn2)nc2c1c(=O)n(C)c(=O)n2C	9	98	100	1	-13	102	-8	0	86

Compound profiles, as listed above:
`O=C(NCCCn1ccnc1)Nc1ccc(Cl)cc1Cl` is listed as Candida biofilm: 9; Fibroblast inh: 102; ERa coact pot: 110; Smad3 FoxH1 inh: 2; sEH act: -12; HUVEC inhibit: 91; ERa coact inh: -7; ERb coact inh: -4; H69AR inhibit: 93
`CC(C)(C)NC(=O)c1cccc(NC(=O)c2ccco2)c1` is listed as Candida biofilm: 5; Fibroblast inh: 108; ERa coact pot: 108; Smad3 FoxH1 inh: 11[fluorescence artefact?]; sEH act: 0; HUVEC inhibit: 107; ERa coact inh: -12; ERb coact inh: -13[fluorescence artefact?]; H69AR inhibit: 63

4 compounds already listed, ordered by the value under ERa coact pot, high to low.
mol,ERa coact pot
CSc1nnc2n(-c3ccccc3)c(=O)c3c4c(sc3n12)CCC4,137
CC(C)(C)NC(=O)c1cccc(NC(=O)c2ccco2)c1,108
CC(N)C12CC3CC(CC(O)(C3)C1)C2 (stereo not drawn),105
CCn1c(NCc2ccccn2)nc2c1c(=O)n(C)c(=O)n2C,100

Next records follow:
SMILES	Candida biofilm	Fibroblast inh	ERa coact pot	Smad3 FoxH1 inh	sEH act	HUVEC inhibit	ERa coact inh	ERb coact inh	H69AR inhibit
O=C(NC1CCCCC1)N(Cc1ccccc1)Cc1ccco1	4	96	106	1[fluorescence artefact?]	-8	101	-5	2	95
O=C(NCC(c1cccs1)N1CCOCC1)c1cc2ccccc2o1 (stereo not drawn)	3	100	111	6	.	105	-6	-11	90
CCCCN(CCCC)S(=O)(=O)c1ccc2oc(C(=O)N3CCOCC3)c(C)c2c1	0	97	98	2	-2	96	-5	-13	69
COc1cc(NS(=O)(=O)c2ccc(NC(=O)c3ccco3)cc2)nc(OC)n1	2	92	121	0	-11	97	-3	-3	91
Cc1[nH]n(-c2ccccc2)c(=O)c1Sc1ccc(Cl)cc1	3	109	72	-12	0	84	39	81*	91
Cc1c(OCc2ccccc2)c(=O)ccn1Cc1ccccc1	9	103	102	2	-10	87	-5	-3	90
CCSc1nnc(NC(=O)CSc2nc3c(c(=O)n2CC)SC(C)C3)s1 (stereo not drawn)	5	100	136	-7	8	101	25[fluorescence artefact?]	11[fluorescence artefact?]	80
Cc1ccc(S(=O)(=O)NC(CC(=O)O)c2ccccc2)cc1 (stereo not drawn)	-6	105	114	2	-8	50	8	6	92
O=C(CN(Cc1cccs1)C(=O)CNC(=O)c1ccco1)NC1CCCCC1	6	99	108	-6	14	93	-19	-22	80
CCOC(=O)C1CCN(C(=O)c2ccc(Cl)c(S(=O)(=O)N3CCOCC3)c2)CC1	5	102	93	3	-4	92	21	7	77
c1ccc2cc(OCc3nc4ccccc4[nH]3)ccc2c1	7	101	101	17	2	93	-14	-18	93
C=CCOCCN1C(=O)C2C(c3ccccc3)C=CC(c3ccccc3)C2C1=O (stereo not drawn)	-1	96	99	-10	-3	98	-9	12	96
O=C(NCC1CCCO1)c1ccc(S(=O)(=O)N2CCCCC2)cc1 (stereo not drawn)	4	98	111	15	-2	92	-18	-13	97
CSc1ccccc1NC(=O)c1cccnc1	5	93	116	-2	-7	93	-1	-9	99
COc1ccc(-c2cc(C(F)(F)F)nc(SCC(=O)Nc3cc(C)on3)n2)cc1OC	-3	98	111	10	1	109	4	-1	87
CCc1ccc(NC(=O)C(CC)Sc2nc3cc4c(cc3c(=O)n2Cc2ccco2)OCO4)cc1 (stereo not drawn)	-2	28*	93	-17[fluorescence artefact?]	3	35	7	10	9.8*
CCOC(=O)Cc1nnc(NC(=O)COc2ccc(C)cc2)s1	3	97	96	-11	5	86	12	15[fluorescence artefact?]	102
COc1ccc(NC2=NCC(=O)N2c2ccccc2F)cc1	0	105	101	-3	6	94	-3	-10	94
Cc1ccccc1NC(=O)CCN1CCN(Cc2ccccc2)CC1	6	96	132	2	.	83	5[fluorescence artefact?]	-12[fluorescence artefact?]	93
Cc1oc2ccc(OCc3ccc(F)cc3)cc2c1C(=O)O	9	105	106	4	14	96	-6[fluorescence artefact?]	-3	102
CCC(=O)Nc1ccccc1Oc1ccccc1	2	99	118	1	-2	105	3	-6	78
Cc1ccc(C)c(OCC(O)CN2C(C)CCCC2C)c1 (stereo not drawn)	4	100	95[fluorescence artefact?]	5	3	95	1	8	76
CS(=O)(=O)N(CC(=O)NCc1ccco1)c1ccccc1Cl	6	105	86	10	-8	88	-3	-5	72
CC1(C)CC(=O)C=C(N2CCN(C3=CC(=O)CC(C)(C)C3)CC2)C1	-1	95	106	3	.	96	-1	-4	85
CCOC(=O)c1c(C)[nH]c(C)c1C(=O)CN1C(=O)NC(CC(C)C)C1=O (stereo not drawn)	3	101	114[fluorescence artefact?]	-11	-1	100	2[fluorescence artefact?]	14	82

Ordered by number of heavy atoms (smallest number first): 6 of the compounds above.
SMILES	Candida biofilm	Fibroblast inh	ERa coact pot	Smad3 FoxH1 inh	sEH act	HUVEC inhibit	ERa coact inh	ERb coact inh	H69AR inhibit
O=C(NCCCn1ccnc1)Nc1ccc(Cl)cc1Cl	9	102	110	2	-12	91	-7	-4	93
O=C1c2ccccc2C(=O)N1c1nc(-c2cccs2)cs1	3	101	50	25	-1	67	34	21	89
O=S(=O)(c1ccc(Br)s1)N1CCC(Cc2ccccc2)CC1	-2	102	86	1	7	105	25	2	93
Nc1nc(N2C(=O)C3CC=CCC3C2=O)nn1-c1ccccc1 (stereo not drawn)	0	110	116	13[fluorescence artefact?]	4	104	57*	-8[fluorescence artefact?]	107
CC(C)NC(=O)C(Cc1ccccc1)N1C(=O)c2ccccc2C1=O (stereo not drawn)	.	99	104	-8	-1	109	6	0	83
CCOC(=O)c1c(C)[nH]c(C)c1C(=O)CN1C(=O)NC(CC(C)C)C1=O (stereo not drawn)	3	101	114[fluorescence artefact?]	-11	-1	100	2[fluorescence artefact?]	14	82

(listing goes on)
SMILES	Candida biofilm	Fibroblast inh	ERa coact pot	Smad3 FoxH1 inh	sEH act	HUVEC inhibit	ERa coact inh	ERb coact inh	H69AR inhibit
CCC(=O)N1CCc2cc(S(=O)(=O)CCC(=O)NCc3cccs3)ccc21	6	.	126	5	-33	110	-2[fluorescence artefact?]	0	95
COc1cccc(C2/C(=C(\O)c3ccc4c(c3)OCCO4)C(=O)C(=O)N2CCCN(C)C)c1OC (stereo not drawn)	7	106	99	16[fluorescence artefact?]	18	94	-7	2	100
CCOC(=O)N1CCN(C(=O)c2ccc3c(=O)n(Cc4ccc(Cl)cc4)c(=S)[nH]c3c2)CC1	9	93	109	-2	-35	53	11[fluorescence artefact?]	8	13*
COc1ccc(N2CCN(/C(=N\S(=O)(=O)c3ccccc3)Nc3nc(C)cc(C)n3)CC2)cc1	11	97	113[fluorescence artefact?]	-9	3	129	2	1	93
CC1(C)Cc2nc3nc(SCC(=O)NCCc4ccccc4)n(-c4ccccc4)c(=O)c3cc2CO1	-4	99	95	-4	-3	111	4	-7	63
O=S(=O)(c1ccccc1)c1ccc(NCc2ccco2)cc1	8	.	100	1	.	104	2	9[fluorescence artefact?]	78
O=C1C2C3C=CC(C3)C2C(=O)N1CC1CCCO1 (stereo not drawn)	11	103	99	10	-6	92	-6	-11	97

Assay outcomes from PubChem.

This is a subset, so the mix of outcomes need not match the whole.
